Compound activity (PubChem)
PfGluPho inh: PfG6PD (Plasmodium falciparum) enzyme inhibition. PfGluPho enzyme, NADPH resazurin-diaphorase fluorescence. inhibition, % at 20 µM. actives 0.78% (n = 350,000);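 active means inhibition reaching at least a set limit at 20 µM in the primary screen, cut at about 59% in these data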;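 further: 0% = DMSO wells with substrate and 100% = DMSO wells lacking glucose-6-phosphate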
APOBEC3A inh: human APOBEC3A DNA deaminase inhibition; P31941; inhibition, % at 20 µM; actives 0.41% (n = 330,000); recombinant A3A, FAM/TAMRA ssDNA deamination fluorescence;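 active means at least 40% inhibition at 20 µM here, with at most 30% in a related deaminase screen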;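 further: plate controls were A3A with DMSO for no effect and wells lacking A3A enzyme for full effect; some results filed as inactive read as strong as hits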
Target sequence (P31941 whole entry, looked up): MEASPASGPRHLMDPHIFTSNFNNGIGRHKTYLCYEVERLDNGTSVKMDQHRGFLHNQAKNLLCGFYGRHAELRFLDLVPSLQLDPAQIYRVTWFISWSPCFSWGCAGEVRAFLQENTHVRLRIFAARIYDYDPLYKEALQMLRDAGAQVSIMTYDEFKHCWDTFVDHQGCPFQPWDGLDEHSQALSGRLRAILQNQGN
ATG4B inh: inhibitors of human ATG4B cysteine protease. Q9Y4P1. ATG4B cleavage of LC3-PLA2, NBD-HPC fluorescence, 1 h. inhibition, % at 8.33 µM. actives 0.51% (n = 340,000). AID 504462; in the data active means inhibition above about 40%
Target sequence (Q9Y4P1 whole entry, looked up): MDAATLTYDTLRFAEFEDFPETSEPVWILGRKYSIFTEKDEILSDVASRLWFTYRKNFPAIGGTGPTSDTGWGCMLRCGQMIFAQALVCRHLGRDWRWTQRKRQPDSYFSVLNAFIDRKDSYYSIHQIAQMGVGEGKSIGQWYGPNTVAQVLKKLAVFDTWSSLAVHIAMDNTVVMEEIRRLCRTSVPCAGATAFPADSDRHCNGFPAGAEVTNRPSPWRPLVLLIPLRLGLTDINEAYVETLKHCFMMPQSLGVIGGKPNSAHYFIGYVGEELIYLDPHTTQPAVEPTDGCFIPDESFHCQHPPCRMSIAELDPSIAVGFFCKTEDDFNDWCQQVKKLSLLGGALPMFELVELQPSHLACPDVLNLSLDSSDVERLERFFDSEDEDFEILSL
hIAP act: increases human intestinal alkaline phosphatase activity. AID 2524. activation factor at 10 µM. purified human IAP, CDP-Star luminescence, 30 min; hits give high values; 1 = vehicle-only enzyme, 0 = enzyme-free background. actives 0.16% (n = 330,000);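 active means activation factor of the enzyme at least 2-fold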; further: the source names both 10 and 20 µM as test concentration; values of inactives mirror those of a sister screen read the other way
hIAP inh: blocks human intestinal alkaline phosphatase; purified IAP, CDP-Star luminescence, 30 min; actives 0.12% (n = 330,000); inhibition, % at 10 µM; P09923; AID 2544;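 active means inhibition reaching a set limit with compound at 10 µM in the primary screen, cut at about 35% in these data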;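 further: plate controls were DMSO wells with enzyme for no effect and no-enzyme buffer wells for full effect; values of inactives mirror those of a sister screen read the other way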
mIAP block: blocks mouse intestinal alkaline phosphatase | purified mouse IAP, CDP-Star luminescence, 30 min | inhibition, % at 10 µM | actives 0.2% (n = 330,000) | AID 2806;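 active means inhibition of at least 40% at 10 µM in the primary screen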;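 further: plate controls were DMSO with enzyme for no effect and no enzyme wells for full effect; values of inactives mirror those of a sister screen read the other way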
HKDC1 inh: HKDC1 (human) hexokinase inhibition | recombinant HKDC1, G6PDH/diaphorase resazurin coupled fluorescence | AID 493160 | Q2TB90 | actives 0.16% (n = 340,000) | inhibition, % at 20 µM;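 active means inhibition above about 35% when tested at 20 µM, limit read from the data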;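 further: plate controls were DMSO wells with enzyme for no effect and DMSO wells lacking enzyme for full effect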
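Test system: recombinant HKDC1 (HK5) hexokinase enzyme, produced in-house; Amount: enzyme 5 µg/mL final; Buffer or medium: Tris pH 8.0 buffer with MgCl2, Tween-20, BSA, BME; Reagent: glucose and ATP substrates; Doses: 20 µM test compound, 1% DMSO; Incubation: 90 min reaction incubation at room temperature, dark; Detection: resorufin fluorescence at 613 nm.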
mIAP act: mouse IAP activation; muIAP, CDP-Star luminescence, 30 min; hits give high values; 1 = vehicle-only enzyme signal, 0 = enzyme-free wells; activation factor at 10 µM; actives 0.24% (n = 330,000);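 active means activation factor of at least 2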; further: the source names both 10 and 20 µM as test concentration; values of inactives mirror those of a sister screen read the other way
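System: mouse IAP enzyme. Reagent: CDP-Star chemiluminescent phosphatase substrate. Benchmarks: DMSO wells, no-enzyme wells. Times: 30 min enzyme-substrate-compound incubation at room temperature. Detection: luminescence from enzymatic CDP-Star hydrolysis. Doses: test compounds delivered from DMSO solution.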
* = called active by the depositor.

`Nn1c(SCc2ccccc2F)nnc1-c1ccccn1` gave PfGluPho inh -8.1, APOBEC3A inh -3.5, ATG4B inh -0.5, hIAP act 1.12, hIAP inh -12.3, mIAP block -4.1, HKDC1 inh -3.6 and mIAP act 1.04.
Screening O=C(O)c1cnn(-c2nc(-c3ccc(Cl)cc3)cs2)c1C(F)(F)F returned PfGluPho inh -18.5, APOBEC3A inh -0.7, ATG4B inh -0.9, hIAP act 1.29, hIAP inh -29.2, mIAP block 5.6, HKDC1 inh -1.0 and mIAP act 0.944.
`Cc1cc(F)ccc1S(=O)(=O)Nc1ncnc2sccc12` gave PfGluPho inh -8.7, APOBEC3A inh 1.5, ATG4B inh -2.6, hIAP act 1.02, hIAP inh -2.2, mIAP block -9.5, HKDC1 inh 19.2 and mIAP act 1.09.
Screening O=C(CN1CCN(C(c2ccccc2)c2ccccc2)CC1)NC(=O)NCc1ccco1 returned PfGluPho inh 4.6, APOBEC3A inh 1.8, ATG4B inh -20.8, hIAP act 0.767, hIAP inh 23.3, mIAP block -0.7, HKDC1 inh 1.7 and mIAP act 1.01.
`COc1cc(-c2nnc(SCC(=O)O)n2-c2ccccc2)cc(OC)c1OC` gave PfGluPho inh -12.2, APOBEC3A inh -13.5, ATG4B inh -0.9, hIAP act 0.905, hIAP inh 9.5, mIAP block -1.0, HKDC1 inh -3.9 and mIAP act 1.01.
For S=c1[nH]nc(-c2ccncc2)n1Cc1ccco1 the results were PfGluPho inh 14.8, APOBEC3A inh -0.5, ATG4B inh -7.5, hIAP act 1.01, hIAP inh -0.6, mIAP block 4.8, HKDC1 inh -6.8 and mIAP act 0.952.
Screening COc1cccc(NC(=O)C2CCCN(S(=O)(=O)c3cccc4cccnc34)C2)c1 (stereo not given) returned PfGluPho inh -1.1, APOBEC3A inh -2.3, ATG4B inh -4.8, hIAP act 1, hIAP inh -0.5, mIAP block -0.5, HKDC1 inh -4.0 and mIAP act 1.
`O=C(Cn1ccc2ccccc2c1=O)NCCC(=O)N1CCN(C2CCCCC2)CC1` gave PfGluPho inh -8.9, APOBEC3A inh -2.6, ATG4B inh 3.8, hIAP act 0.975, hIAP inh 2.5, mIAP block 3.8, HKDC1 inh 0.4 and mIAP act 0.962.
O=C(COC(=O)[C@H](Cc1ccccc1)NC(=O)c1ccco1)NCc1ccccc1 was read as PfGluPho inh 5.6, APOBEC3A inh -0.2, ATG4B inh -10.7, hIAP act 0.837, hIAP inh 16.3, mIAP block -0.1, HKDC1 inh 6.0 and mIAP act 1.
CCOC(=O)c1cc2c(ccn2C)n1CC(=O)N1C(C)CCCC1C (stereo not given) was read as PfGluPho inh -10.5, APOBEC3A inh -5.0, ATG4B inh 11.3, hIAP act 0.983, hIAP inh 1.7, mIAP block 1.9, HKDC1 inh 11.0 and mIAP act 0.981.
For Cc1cc(C)c(NC(=O)C(C)(C)C)c(Cl)c1 the results were PfGluPho inh -12.3, APOBEC3A inh -0.4, ATG4B inh 6.1, hIAP act 0.942, hIAP inh 5.8, mIAP block 5.4, HKDC1 inh -4.6 and mIAP act 0.946.
For CCOC(=O)c1csc(NC(=O)CN2CCCCC2)n1 the results were PfGluPho inh 6.7, APOBEC3A inh -4.5, ATG4B inh -0.2, hIAP act 1.2, hIAP inh -19.5, mIAP block 5.4, HKDC1 inh -4.2 and mIAP act 0.946.
`Cc1ccc(C(=O)OCC(=O)N(C)c2ccccc2)c(C)c1` gave PfGluPho inh 8.1, APOBEC3A inh 2.5, ATG4B inh -3.1, hIAP act 0.933, hIAP inh 6.7, mIAP block -5.9, HKDC1 inh -3.9 and mIAP act 1.06.
c1ccc(C2CC(c3cccs3)Nc3nnnn32)cc1 (stereo not given) was read as PfGluPho inh 10.6, APOBEC3A inh -0.7, ATG4B inh 0.8, hIAP act 1.03, hIAP inh -3.2, mIAP block -5.6, HKDC1 inh -6.2 and mIAP act 1.06.
Screening O=C(CSC1=NS(=O)(=O)c2cc(F)ccc2N1)Nc1cccc(F)c1 returned PfGluPho inh -18.1, APOBEC3A inh 1.8, ATG4B inh 0.2, hIAP act 0.869, hIAP inh 13.1, mIAP block 4.0, HKDC1 inh 2.7 and mIAP act 0.96.
`Cc1[nH]c2ccc(Br)cc2c(=O)c1CN1CCOCC1` gave PfGluPho inh 0.5, APOBEC3A inh 1.6, ATG4B inh -5.9, hIAP act 0.881, hIAP inh 11.9, mIAP block -5.5, HKDC1 inh 2.3 and mIAP act 1.05.
`COc1cccc(CC(=O)N(CCC2=CCCCC2)c2c(N)n(Cc3ccccc3)c(=O)[nH]c2=O)c1` gave PfGluPho inh 10.2, APOBEC3A inh 25.7, ATG4B inh -8.3, hIAP act 1.08, hIAP inh -7.8, mIAP block 1.5, HKDC1 inh -3.5 and mIAP act 0.985.
For CCOC(=O)C1CCCN(S(=O)(=O)CCNC(=O)c2cccc(OC)c2)C1 (stereo not given) the results were PfGluPho inh 3.6, APOBEC3A inh 0.0, ATG4B inh -4.8, hIAP act 0.956, hIAP inh 4.4, mIAP block 0.9, HKDC1 inh 1.8 and mIAP act 0.991.
For CCOC(=O)N1CCN(C(=O)c2cc3ccccc3o2)CC1 the results were PfGluPho inh -3.1, APOBEC3A inh -1.4, ATG4B inh -1.0, hIAP act 1.08, hIAP inh -8.4, mIAP block -7.5, HKDC1 inh -8.4 and mIAP act 1.07.
CN1CCN(S(=O)(=O)c2ccc(NN)nc2)CC1 was read as PfGluPho inh 20.4, APOBEC3A inh 0.3, ATG4B inh -4.4, hIAP act 1.09, hIAP inh -9.2, mIAP block 4.9, HKDC1 inh 3.2 and mIAP act 0.951.
`Cc1nc(CNS(=O)(=O)c2cccnc2)cs1` gave PfGluPho inh -19.1, APOBEC3A inh -2.9, ATG4B inh 12.4, hIAP act 1.01, hIAP inh -1.2, mIAP block -0.2, HKDC1 inh -4.1 and mIAP act 1.
For Cc1nc2ccc(S(=O)(=O)NCC(=O)NCc3ccc(Cl)cc3)cc2s1 the results were PfGluPho inh -0.1, APOBEC3A inh -5.3, ATG4B inh -7.4, hIAP act 1.07, hIAP inh -7.5, mIAP block -2.5, HKDC1 inh -3.7 and mIAP act 1.02.
Screening CCC1CCCCN1CCCNC(=O)C1CCCN(S(=O)(=O)N2CC(C)CC(C)C2)C1 (stereo not given) returned PfGluPho inh 0.9, APOBEC3A inh 0.6, ATG4B inh -4.9, hIAP act 1.06, hIAP inh -5.6, mIAP block -4.5, HKDC1 inh -5.3 and mIAP act 1.04.
For CCc1ccc(N2C(=O)CN(Cc3cccs3)C2=S)cc1 the results were PfGluPho inh 1.2, APOBEC3A inh -2.5, ATG4B inh 64.8*, hIAP act 1.07, hIAP inh -6.9, mIAP block 1.0, HKDC1 inh 9.8 and mIAP act 0.99.
Screening COc1ccc2c(C)cc(C)nc2n1 returned PfGluPho inh -2.2, APOBEC3A inh 2.5, ATG4B inh -6.0, hIAP act 1.02, hIAP inh -1.7, mIAP block 0.3, HKDC1 inh -4.8 and mIAP act 0.997.
For NC(=O)COC(=O)c1ccccc1SCC(=O)NC1CCCCCC1 the results were PfGluPho inh -2.9, APOBEC3A inh 0.4, ATG4B inh 0.7, hIAP act 1.07, hIAP inh -6.7, mIAP block -5.2, HKDC1 inh -6.2 and mIAP act 1.05.
Screening O=C(CCC(=O)Nc1ccc(Br)cc1)N/N=C/c1ccccc1F returned PfGluPho inh 15.8, APOBEC3A inh 1.5, ATG4B inh -2.3, hIAP act 1.01, hIAP inh -1.4, mIAP block 4.7, HKDC1 inh 0.0 and mIAP act 0.953.
Screening COc1cc(-c2csc(CCn3nc(C)cc3C)n2)cc(OC)c1OC returned PfGluPho inh 0.3, APOBEC3A inh -3.0, ATG4B inh -14.6, hIAP act 1.01, hIAP inh -0.8, mIAP block 0.0, HKDC1 inh -8.2 and mIAP act 1.
For CC(=O)Nc1ccccc1NC(=O)c1cc(C)ccc1C the results were PfGluPho inh 2.4, APOBEC3A inh 0.4, ATG4B inh -0.8, hIAP act 1.03, hIAP inh -3.5, mIAP block -1.2, HKDC1 inh -4.3 and mIAP act 1.01.
O=C(NCc1ccc(Cl)cc1)c1cc2ccccn2n1 was read as PfGluPho inh -10.5, APOBEC3A inh -2.8, ATG4B inh 9.4, hIAP act 0.796, hIAP inh 20.4, mIAP block -1.1, HKDC1 inh 1.6 and mIAP act 1.01.
For CCOc1cc(C(=O)NCc2ccco2)cc(OCC)c1OCC the results were PfGluPho inh 4.2, APOBEC3A inh -2.6, ATG4B inh -3.3, hIAP act 0.805, hIAP inh 19.5, mIAP block -3.8, HKDC1 inh -1.9 and mIAP act 1.04.
For O=C(/C=C/c1ccccc1)N(Cc1ccc(Cl)cc1)C1CCS(=O)(=O)C1 (stereo not given) the results were PfGluPho inh 10.1, APOBEC3A inh -0.5, ATG4B inh -12.3, hIAP act 1.18, hIAP inh -18.2, mIAP block -0.3, HKDC1 inh 0.1 and mIAP act 1.
Screening Cc1ccc(C(=O)OCC(=O)NCc2cc(C)c(O)c(C)c2)cc1S(=O)(=O)N1CCCCC1 returned PfGluPho inh 1.7, APOBEC3A inh 5.7, ATG4B inh -13.1, hIAP act 1.04, hIAP inh -3.7, mIAP block 2.8, HKDC1 inh 6.6 and mIAP act 0.972.
Screening CCCn1nc(C(=O)NNC(=O)C2CSC3(C)CCC(=O)N23)c2ccccc2c1=O (stereo not given) returned PfGluPho inh -2.3, APOBEC3A inh -4.3, ATG4B inh 4.0, hIAP act 1.25, hIAP inh -24.7, mIAP block 5.3, HKDC1 inh -5.9 and mIAP act 0.947.
CN(C)C(=O)C1CC(=O)OC12CCCCC2 (stereo not given) was read as PfGluPho inh 12.2, APOBEC3A inh -5.6, ATG4B inh -11.2, hIAP act 0.837, hIAP inh 16.3, mIAP block 5.7, HKDC1 inh -3.9 and mIAP act 0.943.
`Cc1ccccc1NC(=S)N=Nc1c(O)n(C)c2ccc(S(=O)(=O)N3CCOCC3)cc12` gave PfGluPho inh -0.3, APOBEC3A inh 1.3, ATG4B inh 2.6, hIAP act 0.954, hIAP inh 4.6, mIAP block 20.3, HKDC1 inh 9.2 and mIAP act 0.797.
Nn1c(SCC(=O)Nc2ccccc2)nnc1-c1cccnc1 was read as PfGluPho inh 9.2, APOBEC3A inh -3.4, ATG4B inh 6.6, hIAP act 1.06, hIAP inh -5.8, mIAP block 2.0, HKDC1 inh -6.0 and mIAP act 0.98.
CNC(=O)COC(=O)c1ccccc1Oc1ccccc1 was read as PfGluPho inh -6.7, APOBEC3A inh -0.9, ATG4B inh 0.8, hIAP act 1.04, hIAP inh -3.9, mIAP block -5.4, HKDC1 inh -5.6 and mIAP act 1.05.

Already shown: entries from further up.
For CCOc1cc(C(=O)NCc2ccco2)cc(OCC)c1OCC the results were PfGluPho inh 4.2, APOBEC3A inh -2.6, ATG4B inh -3.3, hIAP act 0.805, hIAP inh 19.5, mIAP block -3.8, HKDC1 inh -1.9 and mIAP act 1.04.
For O=C(/C=C/c1ccccc1)N(Cc1ccc(Cl)cc1)C1CCS(=O)(=O)C1 (stereo not given) the results were PfGluPho inh 10.1, APOBEC3A inh -0.5, ATG4B inh -12.3, hIAP act 1.18, hIAP inh -18.2, mIAP block -0.3, HKDC1 inh 0.1 and mIAP act 1.
Screening Cc1ccc(C(=O)OCC(=O)NCc2cc(C)c(O)c(C)c2)cc1S(=O)(=O)N1CCCCC1 returned PfGluPho inh 1.7, APOBEC3A inh 5.7, ATG4B inh -13.1, hIAP act 1.04, hIAP inh -3.7, mIAP block 2.8, HKDC1 inh 6.6 and mIAP act 0.972.
